Bioassay records: PubChem, Sanford-Burnham Center for Chemical Genomics
Jurkat NFkB inh = lowers PMA/ionomycin-induced NF-kB signal in Jurkat cells | PMA/ionomycin-induced NF-kB luciferase reporter, luminescence | inhibition, % at 4 µM | 330,000 compounds, 0.53% hits | AID 435003; in the data active = inhibition above about 50%
APJ antag = blocks the human apelin receptor APJ; P35414; CHO-K1 APJ beta-arrestin complementation, luminescence; inhibition, % at 20 µM; 330,000 compounds, 0.32% hits; AID 2521;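 active = inhibition above about 40% at 20 µM, limit read from the data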;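 also: cells challenged with 10 nM apelin-13 agonist together with compound; plate controls were apelin-13 plus DMSO wells for no effect and DMSO wells lacking apelin-13 for full effect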
697 NFkB inh = inhibitors of the PMA/ionomycin-induced NF-kB reporter in 697 B cells. 330,000 compounds, 0.33% hits. 697 B-cell NF-kB luciferase reporter, 16 h. inhibition, % at 4 µM. AID 435022; in the data active = inhibition above about 35%
Mdm2-MdmX inh = human Mdm2/MdmX binding inhibition. SaOS-2 split-luciferase Mdm2/MdmX complementation, luminescence. inhibition, % at 8 µM. 330,000 compounds, 3% hits. AID 485346;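 active = inhibition of at least 50% at 8 µM in the primary screen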
Target sequence (O15151 whole entry, looked up): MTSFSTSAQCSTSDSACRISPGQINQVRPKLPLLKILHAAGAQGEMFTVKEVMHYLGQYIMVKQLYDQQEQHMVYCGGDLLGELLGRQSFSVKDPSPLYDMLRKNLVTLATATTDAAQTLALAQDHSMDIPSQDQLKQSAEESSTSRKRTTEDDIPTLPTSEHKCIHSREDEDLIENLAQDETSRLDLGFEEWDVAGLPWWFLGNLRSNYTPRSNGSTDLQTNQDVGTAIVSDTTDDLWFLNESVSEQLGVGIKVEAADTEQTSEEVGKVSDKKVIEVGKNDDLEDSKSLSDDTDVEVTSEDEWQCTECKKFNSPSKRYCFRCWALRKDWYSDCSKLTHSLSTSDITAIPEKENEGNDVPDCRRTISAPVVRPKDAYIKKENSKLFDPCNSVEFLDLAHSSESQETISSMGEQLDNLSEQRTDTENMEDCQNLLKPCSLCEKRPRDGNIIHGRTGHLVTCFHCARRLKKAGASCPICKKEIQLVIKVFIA
Target sequence (Q00987 whole entry, looked up): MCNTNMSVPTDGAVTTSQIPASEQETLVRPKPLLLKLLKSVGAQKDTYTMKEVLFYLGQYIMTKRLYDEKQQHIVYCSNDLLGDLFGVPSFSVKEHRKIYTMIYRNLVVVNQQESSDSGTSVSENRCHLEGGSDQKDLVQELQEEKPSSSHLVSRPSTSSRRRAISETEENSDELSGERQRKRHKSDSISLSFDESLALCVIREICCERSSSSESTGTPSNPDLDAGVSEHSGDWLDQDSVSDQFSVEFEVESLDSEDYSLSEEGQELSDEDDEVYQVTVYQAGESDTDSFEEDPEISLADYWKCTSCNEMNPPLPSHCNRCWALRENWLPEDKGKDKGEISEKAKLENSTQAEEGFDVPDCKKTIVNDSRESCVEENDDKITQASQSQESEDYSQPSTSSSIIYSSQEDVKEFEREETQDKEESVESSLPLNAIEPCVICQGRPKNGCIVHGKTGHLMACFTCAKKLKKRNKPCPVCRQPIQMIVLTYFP
CHOP UPR activ = activators of apoptotic arm of unfolded protein response (CHOP); CHO-CHOP luciferase reporter, UPR activation, luminescence; percent of tunicamycin response over DMSO baseline; activation, % at 10 µM; 330,000 compounds, 0.34% hits; AID 449763;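 active = at 10 µM dose, activation of 40% or more, normalized to positive control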;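 also: 100% = tunicamycin at 10 µg/mL and 0% = DMSO alone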
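Test system: CHO-CHOP cells, stable luciferase reporter of PERK-eIF2a-CHOP signalling | Quantity: 500 CHO-CHOP cells per well | Buffer or medium: F12 plus 10% serum | Compound dosing: 10 µM single point, 0.5% DMSO | Schedule: 6 h compound treatment, 37 °C | Signal: Luciferase luminescence | Control set: Tunicamycin high control, DMSO low control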
APJ ag = APJ receptor agonism; AID 2520; 330,000 compounds, 0.11% hits; P35414; activation, % at 20 µM; CHO-K1 APJ PathHunter beta-arrestin, luminescence; 0% DMSO wells, 100% apelin;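 active = activation more than six SD over the plate average, tested at 20 µM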;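 also: 0% = DMSO alone and 100% = apelin-13 at 10 nM; some results filed as inactive read as strong as hits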
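system = engineered CHO-K1 APJ arrestin reporter cells | input = 1000 cells per well | timing = overnight seeding, 90 min compound at 25 °C, 1 h detection | measured by = enzyme-fragment complementation luminescence | read-out = beta-arrestin recruitment to APJ as agonist activity, luminescent signal | control set = negative DMSO alone, positive Apelin-13 at 10 nM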
tim23-1 inh = inhibits growth of tim23-1 mutant yeast. inhibition, % at 20 µM. S. cerevisiae tim23-1 growth, BacTiter-Glo luminescence, 24 h. 330,000 compounds, 1.3% hits. AID 463212;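 active = growth inhibition of the mutant yeast at or above 50%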;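 also: temperature-sensitive mutant grown at 25 °C; plate controls were DMSO-treated mutant yeast for no effect and medium wells lacking yeast for full effect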
UPR XBP1 act = activators of adaptive arm of unfolded protein response (XBP1) | CHO-XBP1 luciferase reporter, IRE1-XBP1 UPR activation, luminescence; percent of tunicamycin response, DMSO as zero | activation, % at 20 µM | 330,000 compounds, 0.33% hits;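 active = versus positive control, 20 µM dose yields 30% or more activation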;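 also: 100% = tunicamycin at 10 µg/mL and 0% = DMSO only wells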
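Assay system: CHO-XBP1 luciferase reporter cells; Schedule: 6 h treatment, 37 °C; Detection: glow luminescence from Steady-Glo reagent; Benchmarks: high control tunicamycin 10 µg/mL final, low control DMSO vehicle only.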
Active calls of the source: *.

Second line of a record: APJ antag	tim23-1 inh	APJ ag	Jurkat NFkB inh	CHOP UPR activ	697 NFkB inh	UPR XBP1 act	Mdm2-MdmX inh
1) Cc1c(C(=O)N2CCN(c3ccccc3F)CC2)sc2nc(-c3ccccc3)cn12
    -33.3	53.5*	-2.8	-11.4	1.3	-23.0	-2.7	6.6
2) O=C(Nc1ccc(N2CCCC2)c(Cl)c1)c1ccc([N+](=O)[O-])cc1
    -1.7	5.6	-2.2	-25.4	0.2	-32.0	-1.4	12.1
3) CCOc1cc(CNc2ccc3c(c2)OCCO3)cc(Br)c1OC
    9.5	10.8	-2.6	58.7*	-4.7	2.7	2.9	75.7*
4) C(=N\N=C\c1cccnc1)/c1cccnc1
    -2.5	6.0	-2.4	12.1	4.1	-8.7	0.5	16.1
5) CC1CCc2c(sc(NC(=O)CN3CCN(C(=O)c4ccco4)CC3)c2C#N)C1 (stereo not given)
    6.6	20.6	3.5	-3.7	1.6	-1.2	-3.2	23.1
6) CC(C)(C)OCC1CO1 (stereo not given)
    -0.1	9.3	-1.0	16.2	2.9	11.6	3.1	10.1
7) O=C1CN(C(=O)COC(=O)c2ccc(C(F)(F)F)cc2)c2ccccc2N1
    2.1	9.5	0.0	-22.1	0.9	-10.0	-0.2	-34.5
8) Cc1[nH]c2ccccc2c1C(=O)CN1C(=O)C(=O)N(CCC2=CCCCC2)C1=O
    2.8	24.1	1.7	-3.9	-1.9	19.1	-2.1	19.4
9) Cc1cc(C2(O)C(=O)Nc3ccccc32)ccc1F (stereo not given)
    9.4	5.5	-1.4	9.9	-0.6	1.5	2.2	-10.8
10) CC1CC1C(=O)Nc1nc2ccc(S(C)(=O)=O)cc2s1 (stereo not given)
    -2.2	37.5	0.3	-7.0	3.3	-4.6	4.3	11.9
11) Cn1ccnc1C(=O)c1ccc(NN)c([N+](=O)[O-])c1
    -5.2	7.2	-2.5	-8.6	2.6	6.2	0.8	10.5
12) CC(O)c1ccc(-n2cnnn2)cc1 (stereo not given)
    -0.6	6.4	1.1	-17.5	-2.0	-1.0	0.0	21.1
13) Cc1ccc(NC(=O)CS(=O)CC(=O)NC23CC4CC(CC(C4)C2)C3)cc1 (stereo not given)
    -2.7	15.7	-2.2	-10.1	0.1	-1.6	-4.5	13.2
14) CS(=O)(=O)N(Cc1ccc(C(=O)NN=C2CCCC2)cc1)c1ccccc1
    -20.5	3.4	-0.6	-17.1	-1.3	-20.1	0.7	2.1
15) O=c1[nH]c(C2CCN(S(=O)(=O)c3ccc(S(=O)(=O)NC4CC4)cc3)CC2)nc2c1nnn2Cc1ccc(F)cc1
    21.8	11.5	-2.1	-4.0	0.0	10.8	-0.3	7.0
16) CCCC(=O)OCC(=O)Nc1ccc([N+](=O)[O-])cc1C#N
    -5.1	10.1	2.0	-0.7	-0.7	-6.3	0.7	11.8
17) COc1ccc(Cc2nc(C(=O)Nc3ccc(OC)cc3)cs2)cc1
    -1.9	16.1	2.0	3.4	2.7	17.7	-1.0	-10.4
18) O=C(NCc1ccco1)c1cc(-c2ccccc2)c(N2CCOCC2)s1
    9.0	22.1	-3.1	10.1	-1.9	5.7	-0.7	21.2
19) O=c1cc(COc2ccccc2[N+](=O)[O-])nc2sccn12
    -28.5	-8.0	-7.0	-19.7	3.4	-7.2	4.5	-23.7
20) Cc1ccc(C)c2[nH]c(=O)c(CN(CCN3CCCC3)C(=O)Nc3ccc(F)cc3)cc12
    -0.6	10.5	0.7	0.7	-1.4	-2.1	-0.1	8.0
21) Cc1ccc(-c2noc(CNC(=O)COc3ccccc3C)n2)cc1
    -37.2	21.2	-3.3	7.0	0.3	-1.3	-0.4	10.6
22) NC(=O)C1CCN(CC(=O)Nc2nc(-c3ccccc3)cs2)CC1
    29.5	3.7	-0.8	0.9	1.0	8.4	-4.5	15.7
23) O=C(N/N=C/c1cccnc1)c1cc(C2CC2)nc2ccccc12
    -1.4	10.6	-4.0	-3.2	-0.2	12.9	22.9	12.2
24) Cc1nn(C2CCS(=O)(=O)C2)c(Cl)c1/C=C/C(=O)OCC(N)=O (stereo not given)
    4.7	12.2	-1.6	1.0	0.6	-11.1	-3.6	4.7
25) CCOc1ncccc1C(=O)OCC(=O)c1ccc(C)c(C)c1
    5.9	5.9	-2.0	-1.1	4.5	-13.4	-3.1	1.4
26) Cc1ccc(S(=O)(=O)NNC(=O)c2ccc(F)cc2)cc1
    5.3	1.0	-0.3	3.3	-1.0	-23.0	-0.6	16.9
27) NS(=O)(=O)c1ccc(CCNC(=O)c2ccc3c(=O)n4c(nc3c2)CCCCC4)cc1
    -4.2	1.1	-0.6	-2.2	-0.2	-16.5	-1.0	-20.2
28) Cc1cc(NS(=O)(=O)N(C)C)ccc1C(C)C
    7.3	20.6	-0.9	6.1	-1.7	-7.0	-0.3	16.9
29) Cc1ccccc1/C=N/NC(=O)c1sccc1C
    1.2	4.4	-1.8	-50.9	4.2	-110.2	1.2	-76.4
30) CCCc1nc(-c2ccc(-c3ccc(F)cc3)cc2)no1
    -0.3	13.8	-3.6	-59.9	0.6	-56.2	3.4	-64.4
31) CCc1ccccc1NC(=O)Cn1nc(C(F)(F)F)cc1C1CC1
    23.6	10.0	-4.5	5.7	-0.2	7.5	-0.8	29.8
32) CC1Cc2ccccc2C(=O)N1 (stereo not given)
    16.8	16.5	-6.8	-2.1	-2.2	15.7	-3.6	1.9
33) Cc1cccc(S(=O)(=O)c2c(N)n(/N=C/c3ccco3)c3nc4ccccc4nc23)c1
    -33.2	29.0	1.0	17.6	28.1	13.1	-0.9	27.8
34) CC(C)(C)C(=O)O/N=C(\N)COc1cccc(Cl)c1
    -1.3	79.8*	5.8	-28.6	2.1	-45.8	2.1	8.4
35) Cc1c(NC(=O)c2ccccc2)c(=O)n(-c2ccccc2)n1C
    2.0	12.2	-1.9	4.2	0.0	5.4	-2.8	-9.4
36) COc1ccc(N(CC(O)Cn2nnc3ccccc32)S(=O)(=O)c2ccc(C)cc2)cc1 (stereo not given)
    -2.3	8.5	-2.2	3.3	-1.4	18.5	-1.0	3.6
37) CSc1nc(=S)n(Cc2ccccc2)c(C)c1C(C)=O
    -20.7	9.3	-1.7	-7.1	1.9	-15.3	0.1	-12.6
38) COc1cccc([C@@H]2CC=C(C(=O)O)[C@H](c3ccccc3)N2S(=O)(=O)c2ccc(C)cc2)c1
    10.8	24.2	1.0	1.1	1.7	6.9	-1.5	0.8
39) Cc1ccccc1N1C(=O)c2ccccc2C1Nc1cccnc1 (stereo not given)
    13.0	4.7	-1.9	-4.4	-2.0	6.1	-1.4	12.7
40) O=C(COc1ccc2ccc(=O)oc2c1)N1CC[C@@]2(O)CCCC[C@H]2C1
    8.7	13.2	-3.3	-1.3	-1.7	15.8	-0.1	19.9
41) Cc1ccccc1N1C(=S)NC2c3ccccc3OC1(C)C2C(=O)N(C)C (stereo not given)
    -39.9	15.4	-4.0	-3.6	-0.5	17.5	-2.5	4.5
42) COc1cccc(CN2CC(C(=O)NCCc3ccc(C)o3)CCC2=O)c1 (stereo not given)
    -16.9	-0.4	0.9	-4.0	2.0	6.5	-0.4	20.0
43) Cc1oc(C(C)(C)C)c(CN2CCOCC2)c1C(=O)O
    -6.5	3.1	-2.1	0.2	0.4	18.0	-0.7	12.7
44) C/C(=N/NC(=O)c1ccc(Br)s1)c1ccncc1
    21.0	9.7	-2.9	-36.5	2.9	-30.8	-0.7	-8.7
45) O=C(N/N=C/c1c(O)ccc2ccccc12)c1[nH]ncc1Br
    -31.5	-3.8	-1.6	48.5	2.4	-41.4	3.8	64.6*
46) COc1ccc(C(=O)Nc2ccc(SC(F)F)cc2)cc1
    5.3	13.6	1.3	-121.7	3.5	-173.5	0.4	-177.7
47) COc1cccc(NC(=O)C(NCC(C)(C)CN(C)C)c2ccccc2)c1 (stereo not given)
    10.2	5.7	5.0	-2.5	-0.3	-19.3	0.0	0.3
48) O=C(CSc1n[nH]c(-c2cccs2)n1)NCc1cccs1
    11.5	6.9	3.9	4.3	1.5	25.5	0.3	-3.3
49) CCCN=C(C)C1=C(O)c2ccccc2C1=O
    13.2	-9.5	-1.3	-48.7	1.9	-54.5	1.1	-8.2
50) COc1ccc(OC)c(C(=O)N2CCC(CCC(=O)NC3CC3)CC2)c1
    8.0	-7.3	-3.0	-3.8	-1.7	7.2	-5.4	7.0
51) FC(F)(F)c1cnc(N2CCSCC2)c(Cl)c1
    2.7	0.5	-1.4	3.6	-1.9	-3.5	-2.3	-6.4
52) C[C@H](NC(=O)c1ccc(C(C)(C)C)cc1)C(=O)N1CCOCC1
    -2.7	-1.5	-3.0	-1.7	0.1	-14.2	-1.1	-14.9
53) CC(C)=C(NC(=O)c1ccccc1)C(=O)NCc1ccccc1
    -7.0	-1.2	-2.8	6.3	-1.0	-3.0	0.8	6.2
54) CCNc1ccc(C(=O)Nc2ccc3nc(C)sc3c2)cc1[N+](=O)[O-]
    -2.7	-90.4	-2.7	-0.6	1.7	10.1	-0.1	25.4
55) CCN(CC)C(=O)C(C)OC(=O)COc1ccc(Cl)cc1Cl (stereo not given)
    -3.1	16.6	-4.0	3.0	1.1	24.3	-3.8	7.9
56) O=C(NCCSCc1ccco1)c1ccc(=O)[nH]c1
    10.7	10.1	-1.5	-38.1	-0.6	-14.9	0.2	4.1
57) COc1ccccc1NC(=O)N1CCc2c([nH]c3ccccc23)C1C(F)(F)F (stereo not given)
    13.9	21.5	-1.0	13.3	0.3	35.2*	0.4	4.6
58) COC(=O)c1cn(-c2ccccc2)nc1C(=O)OC
    -3.4	4.8	-1.7	-2.0	1.9	-24.8	0.7	12.3
59) O=S(=O)(NCc1ccco1)N1CCOCC1
    1.3	-4.1	-4.1	11.2	-0.4	1.9	-1.2	-9.4
60) COc1ccc(N2CCN(c3nc4ccccc4nc3NS(=O)(=O)c3ccccc3)CC2)cc1
    15.5	34.5	1.5	-2.4	-1.5	-5.1	0.2	22.4

One compound at a time, from the list above. Screens in order: APJ antag | tim23-1 inh | APJ ag | Jurkat NFkB inh | CHOP UPR activ | 697 NFkB inh | UPR XBP1 act | Mdm2-MdmX inh
Record of `O=c1cc(COc2ccccc2[N+](=O)[O-])nc2sccn12` → -28.5 | -8.0 | -7.0 | -19.7 | 3.4 | -7.2 | 4.5 | -23.7
Record of `Cn1ccnc1C(=O)c1ccc(NN)c([N+](=O)[O-])c1` → -5.2 | 7.2 | -2.5 | -8.6 | 2.6 | 6.2 | 0.8 | 10.5
Record of `O=C1CN(C(=O)COC(=O)c2ccc(C(F)(F)F)cc2)c2ccccc2N1` → 2.1 | 9.5 | 0.0 | -22.1 | 0.9 | -10.0 | -0.2 | -34.5

The list goes on.
Second line of a record: APJ antag	tim23-1 inh	APJ ag	Jurkat NFkB inh	CHOP UPR activ	697 NFkB inh	UPR XBP1 act	Mdm2-MdmX inh
61) CNS(=O)(=O)c1cn(CC(=O)NCc2cccc(OC)c2)cc1S(=O)(=O)NC
    -27.8	6.0	-3.3	-0.9	-0.2	8.8	3.7	-9.2
62) Cn1c2c(c(=O)n(C)c1=O)C(c1ccc(F)cc1)C(C#N)=C(N)O2 (stereo not given)
    2.3	6.4	-3.2	8.7	-1.4	12.8	-4.7	-20.7
63) CCOc1ccc(CSCCNC(=S)Nc2ccccc2)cc1
    11.1	44.7	8.2	3.3	4.0	-1.6	-1.9	8.9
64) COc1cc(OC)cc(C(=O)NCC(=O)N2CC=C(c3ccccc3)CC2)c1
    0.2	5.9	1.8	69.9*	0.6	-43.8	3.3	49.1
65) Cc1ccc(-c2nnc(N3CCN(C(=O)COc4cccc(C)c4)CC3)c3ccccc23)cc1
    8.1	-1.4	0.8	27.6	2.5	2.1	-4.0	49.4
